Assay outcomes as filed in PubChem BioAssay.
Platelet DG rel: platelet dense granule release activity | human platelet-rich plasma, SFLLRN dense granule ATP release, luminescence | inhibition, %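 (compounds screened at 7.5 µM in platelet-rich plasma)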 | 300,000 tested, 0.22% active | AID 1663;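 active = mean replicate score, as percent of positive control, at or above 50; inconclusive = mean below 50 but at least one replicate at or above 50; inactive = mean and every replicate below 50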
IEC-6 tox: kills IEC-6 intestinal cells in KLF5 counter-screen; IEC-6 cytotoxicity, luminescence viability; AID 1825; 290,000 tested, 0.78% active; inhibition, % at 5 µM; in the data active = inhibition above about 22%;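 also: 0% = plate median of test compound wells and 100% = cytotoxic reference compound wells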
AI-2 QS mod: modulators of Vibrio harveyi AI-2 quorum sensing system | Vibrio harveyi JMH597 AI-2 luminescence/OD600 ratio, 9 h; hits give low values; strain lacks LuxN and CqsS sensors; 0 = neutral-control median | activity change, % at 7.5 µM | 300,000 tested, 0.4% active; in the data active = activity change below about -75%, passing the limit was not always enough; inconclusive = no clear call, values can overlap the other calls;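 also: luminescence divided by OD600 gain over 9 h not by final OD600 alone; inactives centre near 13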
KLF5 inh: kruppel-like factor 5 inhibition; DLD-1 KLF5 promoter-luciferase reporter, luminescence; inhibition, % at 5 µM; 290,000 tested, 0.23% active; AID 1700;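 active = inhibition above a per-plate limit of that plate's mean compound inhibition plus 3 SD, cut at about 60% in these data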;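 also: 0% = DMSO wells and 100% = LY294002 at 200 µM; higher means less KLF5 promoter-driven luciferase light; inactives centre near -14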
aSyn UTR inh: 5' untranslated region of α-synuclein, MLPCN primary screen; alpha-synuclein 5'UTR reporter, inhibitor activity; inhibition, % (tested at 7.5 µM); 300,000 tested, 0.82% active; AID 1813; in the data active = inhibition above about 60%; inconclusive = no clear call, values can overlap the other calls;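 also: H4 neuroglioblastoma cells stably carrying SNCA 5'UTR luciferase fusion; 0% = DMSO wells and 100% = positive control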
SKKanGAS inh: SKKanGAS growth inhibition; AID 1662; S. pyogenes SKKanGAS, kanamycin growth, BacTiter-Glo, 6 h; 300,000 tested, 1.3% active; inhibition, % at 7.5 µM;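 active = mean replicate score, as percent of positive control median, at least 50; inconclusive = mean below 50 but one replicate at or above 50; inactive = mean and every replicate below 50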;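 also: strain carries kanamycin resistance gene driven by streptokinase promoter and grows in 40 µg/ml kanamycin; loss of luminescence reflects streptokinase promoter inhibition or plain growth inhibition; 0% = median of DMSO wells and 100% = positive control at its reference dose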
HSF1 activator: increases HSF-1 driven luciferase reporter signal; NIH3T3-HGL HSF-1 luciferase reporter, MG132, 8 h; 100% = twice DMSO control signal; activation, % at 9 µM; 300,000 tested, 1.7% active; AID 504408;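 active = mean replicate activation of at least 50% with a set share of replicates each reaching 50%; inconclusive = only one of those two conditions met; inactive = mean below 50% and too few replicates reaching it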;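 also: 0% = median of the neutral control wells and 100% = twice that signal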
HIF act: HIF pathway transcriptional activation | U2OS HRE-luciferase reporter, luminescence; normalized: DMSO 0%, desferrioxamine 100% | activation, % at 7.5 µM (by protocol) | 300,000 tested, 0.32% active | AID 1910;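 active = mean activation of at least 10% of the iron chelator positive control signal, with at least half of replicates also reaching 10%; inconclusive = mean and replicate majority disagree about reaching 10%; inactive = mean and most replicates under 10%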
HSP90 inh: HSP90 refolding inhibition in rabbit reticulocyte lysate; 290,000 tested, 0.91% active; inhibition, % at 5.6 µM; luciferase refolding luminescence, 3 h; AID 1789;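 active = inhibition above the screen-wide mean plus 3 SD, computed separately per campaign, cut at about 16% in these data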;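 also: 0% = DMSO wells and 100% = 60 µM geldanamycin wells; inhibitors lower the luminescence because luciferase stays unfolded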
HSF1 inh: HSF1 inhibition. 300,000 tested, 0.77% active. activity change, negative = inhibition, % at 7.5 µM (by protocol). NIH3T3-HGL HSE-luciferase, MG132-induced, luminescence 8 h; hits give low values;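 active = more than half of replicate wells show activity change below -50%, luminescence cut by over half; inconclusive = some wells, but at most half, below -50%; inactive = no replicate well below -50%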;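 also: luciferase reports HSF-1 transcriptional activity via heat shock element; 0% = median of DMSO wells and -100% = zero luminescence signal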
Starred values were filed as active, the others as inactive; ? = inconclusive; / = not tested or not shown.

SMILES	Platelet DG rel	IEC-6 tox	AI-2 QS mod	KLF5 inh	aSyn UTR inh	SKKanGAS inh	HSF1 activator	HIF act	HSP90 inh	HSF1 inh
CCN1CCN(C(=O)C2CCN(S(=O)(=O)c3cc(Cl)ccc3Cl)CC2)CC1	-1	3	/	-19	-24	8	8	-1.6	-4	8
COc1ccc(/C=C(/NC(C)=O)C(=O)O)cc1	7	3	17	-23	-14	3	-15	-0.3	3	-6
COC(=O)c1c(C(=O)OC)c2cc(C)ccn2c1Cl	5	-3	12	-7	2	5	4	-0.7	-1	2
Cc1ccc(S(=O)(=O)N2CC3(C)CN(S(=O)(=O)c4ccc(C)cc4)CC(C)(C2)C3)cc1	-5	-1	24	-6	26	2	23	-0.2	2	5
O=C(Nc1ccc(Oc2cccnc2)cc1)c1ccccc1F	0	13	-22	-66	-115	1	22	1.8	5	15
O=C(Cc1ccc(Cl)cc1)Nc1ccc(Cl)cn1	2	8	-15	-42	-44	-4	15	0.1	3	8
O=[N+]([O-])c1ccc(N2CCN(C(=S)Nc3cccc(F)c3)CC2)cc1	9	4	17	-6	20	-2	5	0.2	1	-8
O/N=C1\CCCc2ccc3ccccc3c21	17	1	1	-1	5	4	-2	0.1	-3	4
CCOC(=O)[C@@H]1[C@H]2COc3ccccc3[C@H]2N2C(=O)N(c3ccc(F)cc3)C(=O)[C@]12C	-2	4	38	-32	5	2	-15	-1.9	-4	5
Cc1ccccc1OCC(=O)NNC(=O)C1CCCCC1C(=O)O (stereo not given)	0	2	22	-16	-14	8	6	0.6	-1	-10
CCc1nc(NC(=O)NS(=O)(=O)c2ccccc2C(=O)OC)nc(OC)n1	0	-7	11	-30	7	-4	1	0.1	-1	-1
CCC(OC(=O)C(C)N1C(=O)C(=O)c2ccccc21)C(=O)Nc1ccccc1OC (stereo not given)	6	4	-1	-2	-7	-2	5	0.1	3	-9
Cc1oc(-c2cc3c(cc2Cl)OCO3)nc1CN1CCCC1c1ccc(F)cc1 (stereo not given)	-1	-3	16	-41	-12	0	-60	-0.1	-1	-52*
Clc1ccc(-n2nnc(-c3cccnc3Cl)n2)cc1Cl	-2	5	23	-30	-109	6	9	2.0	3	12
FC(F)(F)c1cc(Nc2ccccc2)nc(-c2ccccn2)n1	1	2	15	6	15	77*	-8	0.9	7	1
CN(CC(=O)N1CCN(c2ccccn2)CC1)S(=O)(=O)c1cccc2nsnc12	-1	1	32	4	2	0	19	-16	4	3
COc1cccc(Nc2ncnc3sccc23)c1	-17	18	51	-65	-118	2	?	5.2	-2	24
CCOc1ccccc1CN1CCN(CC2CC2)CC1CCO (stereo not given)	1	-1	5	-30	-12	12	-6	-0.3	-2	-3
Nc1nonc1C(=O)N/N=C/c1ccc(-c2cccc(C(=O)O)c2)o1	10	-5	22	-38	-63	13	27	0.0	4	-2
COc1cc(/C=C2\SC(=S)NC2=O)ccc1OS(=O)(=O)c1ccccc1	4	3	37	-12	-10	23	-2	-0.2	3	-2
Cc1ccc(C(=O)c2c3ccc(C(F)(F)F)cc3nn2CCC(N)=O)cc1	-2	/	2	/	-49	2	-8	4.0	/	1
O=C(C[n+]1cccc2ccccc21)c1ccc(Br)cc1	7	9	14	-20	-13	16	-2	0.3	1	3
Cc1oc2c(C)c3oc(=O)c(CCC(=O)NCCCn4ccnc4)c(C)c3cc2c1C	3	7	15	-7	41	4	16	0.0	-2	-1
CC(=O)N1c2ccc(S(=O)(=O)NCC3CCC(C(=O)NC4CCCCC4)CC3)cc2CC1C (stereo not given)	-1	-7	25	-33	-5	9	13	-0.8	-7	3
CCCn1c(=O)c2ccccc2n2c(SCC(=O)NCc3cccs3)nnc12	-2	2	19	17	5	2	7	-0.4	-2	1
O=C(O)C1CCC(NSc2ccccc2[N+](=O)[O-])CC1 (stereo not given)	-4	3	-17	15	0	-5	-15	-1.6	3	4
O=C(/C=C/c1c(Cl)cccc1Cl)NCCc1ccccc1	12	-9	19	-1	-33	2	8	2.7	-1	-3
Cc1cc(C)nc(-n2nc(C)cc2NC(=O)CN2CCCC(C)C2)n1 (stereo not given)	0	3	13	4	26	10	-11	-0.3	4	-6
COC(=O)CC1C(=O)NC2CCCCC2N1C(=O)CCl (stereo not given)	1	-5	-10	1	-32	-2	-7	-0.4	1	0
O=C(O)C1=C[C@H](c2ccc(F)cc2)C[C@H](OCc2ccc(CO)cc2)O1	-2	/	20	/	-9	1	2	0.5	/	0
CCC(C(=O)NCCCN1CCOCC1)n1c2ccccc2c2nc(=O)cc(C)n21 (stereo not given)	2	-14	24	-32	19	-10	-6	-0.1	-2	-1
NC(=S)Nc1cccc(F)c1	10	0	8	5	-7	-4	-5	0.4	1	-1
CC(C)Cn1c(N)c(C(=O)CSc2ccccc2)c(=O)n(C)c1=O	-13	1	32	-2	-54	10	25	1.4	3	11
CN1CCN(Cc2c(O)ccc3c(-c4ccccc4)cc(=O)oc23)CC1	0	-6	12	-42	11	-5	11	-0.3	-1	1
COc1ccc(OC)c(C2=NOC(C(=O)Nc3cc(C)nn3-c3ccccc3)C2)c1 (stereo not given)	-1	-2	156	-16	10	-2	-7	0.3	-8	2
COc1cccc(-c2nc(CS(=O)(=O)CC(=O)NCCC(C)C)c(C)o2)c1	-3	2	15	-12	13	-3	18	0.0	1	-3
Cc1ccc(S(=O)(=O)N/N=C2/CC(=O)CC(C)(C)C2)cc1[N+](=O)[O-]	13	4	13	-2	1	-3	9	0.7	1	1
CCN(CC)S(=O)(=O)c1ccc(-c2nnc(SCc3nnc(-c4ccccc4)o3)o2)cc1	-7	4	11	-5	-51	4	17	-0.3	-1	-1
COc1ccc(C(=O)N=c2sccn2C)cc1	3	1	21	-121	-114	-3	7	4.0	1	12
CCn1c(C)nc2cc(C(=O)NNC(=O)Nc3cccc(Cl)c3)ccc21	0	-2	5	-9	-8	0	0	0.5	2	-8
CCC1=C(OC(=O)N(CC)CC)N2C(=O)OC(=NCC3CC3)[C@]2(Cc2ccccc2)[C@H]2C1=CC[C@H]1C(=O)N(CC)C(=O)[C@H]12	1	/	16	/	7	2	19	0.5	/	8
OCCN=c1cc(-c2ccccc2)oc2ccc(Cl)cc12	1	4	23	-57	-199	-6	17	1.8	-3	13
CCC1CCCCN1C(=O)CCn1c(=O)oc2ccccc21 (stereo not given)	-13	/	6	/	-27	0	2	0.1	/	-1
O=C(CN1CCN(S(=O)(=O)c2ccc(Br)cc2)CC1)Nc1ccc2c(c1)OCO2	-3	2	29	-44	21	1	0	-0.1	-4	1
CCCCOC(=O)c1ccc(NS(=O)(=O)c2cc(-c3nnnn3CC)ccc2OC)cc1	2	4	21	-17	13	10	0	0.3	3	3
CCN(CC)CCNC(=O)c1cn(CC)c2cc(N3CCN(C)CC3)c(F)cc2c1=O	-13	0	-2	-10	0	-3	9	1.8	-3	7
O=C(C1=C(O)C(=O)N(Cc2ccccc2)C1c1cccnc1)c1ccco1 (stereo not given)	6	-8	26	0	5	-1	-41	-0.5	-1	-33
O=C(NC1CCOCC1)C1CCC(=O)N(Cc2cccc(C(F)(F)F)c2)C1 (stereo not given)	-10	-1	-3	-2	5	-1	-4	0.0	-3	-1
Cc1ccc(S(=O)(=O)N(C)C)cc1NC(=O)c1cccs1	6	8	5	-31	4	0	-8	0.0	-4	-9
COc1ccc(OC)c(S(=O)(=O)N(C(C)=O)c2ccc3oc(=O)sc3c2)c1	-5	-3	-3	10	-7	-1	-16	0.0	-1	-5
CC(=O)Nc1ccc(S(=O)(=O)N2CCN(c3ccccn3)CC2)cc1	7	10	21	3	2	0	0	-0.1	6	-3
O=C(Nc1ccncc1)c1ccc(Cl)c(S(=O)(=O)N2CCCC2)c1	2	/	17	/	-14	4	3	-2.8	/	-1
C=C(Br)Cn1cnc2ccccc21	-13	-2	39	-21	6	-5	8	0.9	-3	-4
CC(=O)c1cccc(NC(=O)CN2C(=S)NC(C)(C)CC2C)c1 (stereo not given)	2	7	10	-22	23	1	-71	0.4	2	-62*
Cc1occc1-c1nnc(SCC(=O)c2cc3ccccc3oc2=O)o1	-3	4	5	-6	4	4	30	-0.1	-1	11
COc1cccc(CNC(=O)CSc2nc3c(oc4ccccc43)c(=O)n2CC2CCCO2)c1 (stereo not given)	0	/	13	/	11	-1	6	0.0	/	-1
CC(C)C(=O)Nc1ccc(-c2nnc(-c3ccccc3)o2)cc1	10	-3	14	-100	-1	-2	7	1.9	9	-7
Cc1ccc(S(=O)(=O)N(C)CC(=O)NCc2ccncc2)cc1	3	-5	17	-38	3	1	1	-0.1	-3	-5
COc1cc(CC(NC(C)=O)C(=O)NC2CCN(C(=O)c3cc(OC)c(OC)c(OC)c3)CC2)cc(OC)c1 (stereo not given)	-2	-3	4	-22	-9	25	-5	0.3	-3	-4
Cc1ccc(OC(C)C(=O)Nc2ccc(S(=O)(=O)N3CCOCC3)cc2)cc1 (stereo not given)	0	2	11	13	-7	6	-8	0.0	-1	-3

Molecules shown so far that have bromine:
SMILES	Platelet DG rel	IEC-6 tox	AI-2 QS mod	KLF5 inh	aSyn UTR inh	SKKanGAS inh	HSF1 activator	HIF act	HSP90 inh	HSF1 inh
O=C(C[n+]1cccc2ccccc21)c1ccc(Br)cc1	7	9	14	-20	-13	16	-2	0.3	1	3
O=C(CN1CCN(S(=O)(=O)c2ccc(Br)cc2)CC1)Nc1ccc2c(c1)OCO2	-3	2	29	-44	21	1	0	-0.1	-4	1
C=C(Br)Cn1cnc2ccccc21	-13	-2	39	-21	6	-5	8	0.9	-3	-4

Remaining list, next part
SMILES	Platelet DG rel	IEC-6 tox	AI-2 QS mod	KLF5 inh	aSyn UTR inh	SKKanGAS inh	HSF1 activator	HIF act	HSP90 inh	HSF1 inh
CC(C)=CCC(C)(C)C1OCCN1C(=O)c1ccccc1 (stereo not given)	2	-4	7	-7	-5	-9	22	0.0	4	5
CCCn1cc(SCC(=O)Nc2cc(C)on2)c2ccccc21	-36	4	9	-8	-18	-1	-6	0.2	4	-3
Cc1ccc(Nc2ncnc3sc(C)c(C)c23)cc1C	-59	2	7	-19	-28	2	25	1.3	-3	9
Cc1ccc(-c2cc(=O)c3cc(Cl)ccc3[nH]2)cc1	-2	-1	10	-2	-92	4	16	1.0	8	10
CC(NC(=O)COc1ccccc1)C(=O)NC1=NCCS1 (stereo not given)	1	-2	23	-14	-12	7	-2	-0.3	-1	3
NC(=O)NC(c1ccccc1)c1ccccc1	11	4	31	-35	-4	0	22	0.0	-1	-3
CCOc1ccc(N(CC(=O)NCC2CCCO2)S(=O)(=O)c2ccc(SC)cc2)cc1 (stereo not given)	6	-3	1	-7	-24	-3	-7	-0.6	7	-10
CCn1c2ccccc2c2nnc(SCC(=O)NC3CCS(=O)(=O)C3)nc21 (stereo not given)	3	-1	-4	0	-26	-1	5	0.3	-1	4
C#CCOC(=O)c1ccccc1C(=O)OCC#C	-6	5	16	-34	6	0	8	-0.4	0	6
